# TAG inh = reduces triacylglycerol accumulation in H9c2 cells. Nile Red lipid (TAG) fluorescence; cells loaded with 200 µM oleic acid. inhibition, % at 12.5 µM. actives 0.66% (n = 230,000). AID 651582;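 active means pattern-corrected inhibition of lipid staining of at least 50% with the nuclear-stain viability signal not falling by more than 50%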;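 further: 0% = DMSO wells and 100% = triacsin C control wells; some results filed as inactive read as strong as hits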
# TAG inh DAPI viability = second read-out of TAG inh, no call of its own (marks repeat the call); DAPI nuclei signal change (viability), lower = more cytotoxic, %;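 whole-well DAPI fluorescence read on a plate reader as a viability signal; minus 50 percent equals half of cells still viable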
# Numbers without * were called inactive. Not all compounds are listed. The share of hits here may be higher or lower than overall.
SMILES,TAG inh,TAG inh DAPI viability
Cc1cc(OCC(=O)Nc2ccccc2N2CCCC2)ccc1C(C)C,-46,9
Cc1c(S(=O)(=O)NC2CCCCC2)c(=O)n(C)c(=O)n1C,-6,-2
COCCN(CCOC)c1ncnc2c1cnn2-c1ccccc1,20,1
Fc1ccccc1-c1nc2ncccc2o1,-2,7
N#Cc1cc(C(=O)c2cc(F)ccc2O)cn(Cc2ccccc2)c1=O,3,0
CC1CCCCN1c1ncnc(N)c1[N+](=O)[O-] (stereo not drawn),-11,3
C=CCc1c(NCCO)nc(C)[nH]c1=O,4,3
COCCCNC(=O)C12CCC(C)(C(=O)C1)C2(C)C (stereo not drawn),5,0
CCOc1ccc(S(=O)(=O)N2CCOCC2)cc1NC(=O)CSCC(=O)Nc1ccc(OC)cc1,-4,0
N#CCC(=O)N1CCN(C(c2ccccc2)c2ccccc2)CC1,3,-8
O=C(NC1CC2CCCC(C1)N2C(=O)NC1CCCCC1)c1ccc(F)cc1 (stereo not drawn),5,-17
Cc1ccc(-c2csc(C(O)(c3ccccc3)C(F)(F)F)n2)cc1C (stereo not drawn),-4,9
O=C(Nc1cccc(Cc2ccccc2)c1)Nc1ccc2nc([C@@H]3O[C@H](CO)[C@@H](O)[C@H](O)[C@H]3O)[nH]c2c1,10,-5
Cc1nc(SCc2nc3c(F)cccc3[nH]2)c2oc3ccccc3c2n1,6,-2
O=C(CSc1ccc(-c2cccc([N+](=O)[O-])c2)nn1)NC1CCCC1,0,-3
CCOC(=O)C1CCN(C(=O)c2cc(-c3ccncc3)nc3ccccc23)CC1,-15,3
Cc1ccc(CNC(=O)CCS(=O)(=O)c2cccc3nsnc23)cc1,-13,21
C=C(C)Cn1c(C)cc(C)c(S(=O)(=O)c2ccccc2C)c1=O,-3,1
Cc1ccc(CN2CCN(Cc3cn(C)nc3-c3ccccc3)CC2CCO)o1 (stereo not drawn),-5,5
C/C(O)=C\c1nc2ccccc2oc1=O,-20,2
CCOC(=O)C(=NC1CCS(=O)(=O)C1)NNc1ccccc1Cl (stereo not drawn),3,-2
Cc1ccc(S(=O)(=O)N2CCN(C(=O)c3cc(C4CC4)nc4c3cnn4C(C)C)CC2)cc1,22,-3
COc1cc(/C=C2\C(=O)N(c3cccc(C(=O)O)c3)N=C2C)ccc1OCc1ccccc1,-8,-1
Cc1ccc(C)c(S(=O)(=O)N2CCCC2CNC(=O)C(=O)NC2CC2)c1 (stereo not drawn),10,-2
COc1ccc(C(C)(NC(C)=O)c2nc(-c3cccc4cccnc34)cs2)cc1 (stereo not drawn),-46,61
CCCN(CC(=O)Nc1ccccc1C)C(=O)c1ccc(N2CCOCC2)c([N+](=O)[O-])c1,19,4
COc1ccc(NC(=O)NCc2ccc3c(c2)OCO3)c(OC)c1,-1,-6
O=C(O)c1ccccc1SCc1cn2cc(Br)ccc2n1,-9,8
CCN(CC)c1ncnc2c1ncn2[C@H]1CN(Cc2ccc3c(c2)OCO3)C[C@@H](CO)O1,22,-6
CC(C)NC(=S)N/N=C/c1cccnc1,-3,2
C=CCOC(=O)C1=C[C@H](c2ccc(Br)cc2)[C@@H](CCCO)[C@H](OCC)O1,-15,1
C/C(=N\N=C1\NC(=O)C(CC(=O)Nc2ccc(C)c(Cl)c2)S1)C(C)(C)C (stereo not drawn),9,-4
Cc1cc(C)cc(NC(=O)N2CCC(NC(=O)c3ccc(F)cc3)CC2)c1,15,11
CC(=O)NC(CCS(C)(=O)=O)C(=O)Nc1cc(C)on1 (stereo not drawn),-1,-1
O=C(CNc1n[nH]c(=O)[nH]c1=O)N/N=C/C1CC=CCC1 (stereo not drawn),2,5
CC1(C(=O)NS(=O)(=O)c2cccc(Cl)c2)CCN1C(=O)C/C=C/c1ccccc1 (stereo not drawn),-3,-7
O=C(Nc1csc([N+](=O)[O-])c1)Nc1ccccc1Cl,-20,-2
Cc1ccc(C(=O)/C=C/c2ccccc2[N+](=O)[O-])cc1,10,-9
Cc1cc(C)c(C)c(OCCCN(C)C)c1,10,-10
C=C1[C@@H](OC(C)=O)CC[C@]2(C)[C@@H]1C[C@@H]1C[C@H](OC(C)=O)C(C)=C([C@@H](OC(C)=O)[C@@H]2OC(C)=O)C1(C)C,6,7
CCOc1ccc(NS(=O)(=O)c2ccc(C(=O)N(CC)CC(=O)NCc3cccs3)cc2)cc1,21,5
Cc1ccc(S(=O)(=O)NC(=O)NCc2ccc(F)cc2)cc1,2,-5
CCOc1ncccc1C(=O)N1CCN(C(=O)c2ccccc2)CC1,0,3
COC(=O)c1cc(=O)n(Cc2ccc(OC)c(OC)c2)c(=Nc2ccc(F)cc2)s1,-7,-12
CCOC(=O)C1(Cc2ccc(OC)cc2)CCN(C(=O)C2CC(=O)N(C3CC3)C2)CC1 (stereo not drawn),-1,-1
Cn1c(=O)c2c(SCC(=O)Nc3ccccc3F)nc(C3CC3)nc2n(C)c1=O,0,12
CC(=O)Nc1cccc(NC(=O)CSc2n[nH]c(-c3ccccc3)n2)c1,-1,-3
CN1CCN(c2cc(=O)n(Cc3ccc(F)cc3)c(=O)[nH]2)CC1,-8,9
COc1cccc(N(CC(=O)NCCN2CCOCC2)S(=O)(=O)c2ccccc2)c1,11,0
COc1cccc(OC)c1C(=O)OCC(=O)N(c1ccccc1)C1CCCCC1,-8,4

# 3 compounds already listed, sorted by number of heavy atoms, low to high:
SMILES,TAG inh,TAG inh DAPI viability
COc1ccc(NC(=O)NCc2ccc3c(c2)OCO3)c(OC)c1,-1,-6
Cc1ccc(-c2csc(C(O)(c3ccccc3)C(F)(F)F)n2)cc1C (stereo not drawn),-4,9
Cc1cc(C)cc(NC(=O)N2CCC(NC(=O)c3ccc(F)cc3)CC2)c1,15,11

# Later entries.
SMILES,TAG inh,TAG inh DAPI viability
COc1ccccc1C(=O)NC1CCSc2ccccc21 (stereo not drawn),8,9
COc1c(C)cc(C(=O)C2CCCN(Cc3ccc(Oc4ncccn4)cc3)C2)cc1C (stereo not drawn),15,-3
CCN1/C(=C(\O)c2ccccc2)C(=O)c2ccccc2S1(=O)=O,-5,-1
COc1ccc(S(=O)(=O)CCC(=O)Nc2cc(C)ccc2OC)cc1,-1,10
COc1ccccc1CNC(=O)C(CC(C)C)NS(=O)(=O)c1ccc2c(c1)oc(=O)n2C (stereo not drawn),5,-4
O=c1cc(-c2cccnc2)oc2c1ccc1ccccc12,2,9
Cc1cccc(C)c1NC(=S)N1CCOCC1,-7,3
COc1ccc(CC2SC(N)=NC2=O)cc1 (stereo not drawn),6,-3
Cc1nc2ccccc2c2oc(C(=O)N3CCc4ccccc4C3)cc12,1,5
CCN(C(=O)c1cc2ccccc2oc1=O)c1ccccc1,2,3
CC1(c2ccccc2)NC(=O)N(CC(=O)Nc2cc(S(=O)(=O)N3CCOCC3)ccc2Cl)C1=O (stereo not drawn),-5,13
O=C(Nc1ccc(F)c(Cl)c1)C1CCCCC1,4,-8
O=C1CN(S(=O)(=O)c2cc(Br)ccc2Br)CCN1,-5,-2
CCOC(=O)C1CCCN(C(=O)c2ccc3nc(-c4cccc(OC)c4)oc3c2)C1 (stereo not drawn),5,-4
Cc1ccc(C(C(=O)NCC2CCCO2)N(Cc2ccccc2)C(=O)c2ccc(-c3ccccc3)[nH]2)o1 (stereo not drawn),-6,6
Cc1cccnc1NC(=O)COc1ccc2c(c1)CCC2,-2,8

# Given with tabs: entries from further up.
smiles	TAG inh	TAG inh DAPI viability
CC(=O)NC(CCS(C)(=O)=O)C(=O)Nc1cc(C)on1 (stereo not drawn)	-1	-1
O=C(CNc1n[nH]c(=O)[nH]c1=O)N/N=C/C1CC=CCC1 (stereo not drawn)	2	5
CC1(C(=O)NS(=O)(=O)c2cccc(Cl)c2)CCN1C(=O)C/C=C/c1ccccc1 (stereo not drawn)	-3	-7
O=C(Nc1csc([N+](=O)[O-])c1)Nc1ccccc1Cl	-20	-2
Cc1ccc(C(=O)/C=C/c2ccccc2[N+](=O)[O-])cc1	10	-9
Cc1cc(C)c(C)c(OCCCN(C)C)c1	10	-10
C=C1[C@@H](OC(C)=O)CC[C@]2(C)[C@@H]1C[C@@H]1C[C@H](OC(C)=O)C(C)=C([C@@H](OC(C)=O)[C@@H]2OC(C)=O)C1(C)C	6	7
CCOc1ccc(NS(=O)(=O)c2ccc(C(=O)N(CC)CC(=O)NCc3cccs3)cc2)cc1	21	5
Cc1ccc(S(=O)(=O)NC(=O)NCc2ccc(F)cc2)cc1	2	-5
CCOc1ncccc1C(=O)N1CCN(C(=O)c2ccccc2)CC1	0	3
COC(=O)c1cc(=O)n(Cc2ccc(OC)c(OC)c2)c(=Nc2ccc(F)cc2)s1	-7	-12
CCOC(=O)C1(Cc2ccc(OC)cc2)CCN(C(=O)C2CC(=O)N(C3CC3)C2)CC1 (stereo not drawn)	-1	-1
Cn1c(=O)c2c(SCC(=O)Nc3ccccc3F)nc(C3CC3)nc2n(C)c1=O	0	12
CC(=O)Nc1cccc(NC(=O)CSc2n[nH]c(-c3ccccc3)n2)c1	-1	-3
CN1CCN(c2cc(=O)n(Cc3ccc(F)cc3)c(=O)[nH]2)CC1	-8	9
COc1cccc(N(CC(=O)NCCN2CCOCC2)S(=O)(=O)c2ccccc2)c1	11	0
COc1cccc(OC)c1C(=O)OCC(=O)N(c1ccccc1)C1CCCCC1	-8	4
COc1ccccc1C(=O)NC1CCSc2ccccc21 (stereo not drawn)	8	9
COc1c(C)cc(C(=O)C2CCCN(Cc3ccc(Oc4ncccn4)cc3)C2)cc1C (stereo not drawn)	15	-3
CCN1/C(=C(\O)c2ccccc2)C(=O)c2ccccc2S1(=O)=O	-5	-1
COc1ccc(S(=O)(=O)CCC(=O)Nc2cc(C)ccc2OC)cc1	-1	10
COc1ccccc1CNC(=O)C(CC(C)C)NS(=O)(=O)c1ccc2c(c1)oc(=O)n2C (stereo not drawn)	5	-4
O=c1cc(-c2cccnc2)oc2c1ccc1ccccc12	2	9
Cc1cccc(C)c1NC(=S)N1CCOCC1	-7	3
COc1ccc(CC2SC(N)=NC2=O)cc1 (stereo not drawn)	6	-3
Cc1nc2ccccc2c2oc(C(=O)N3CCc4ccccc4C3)cc12	1	5
CCN(C(=O)c1cc2ccccc2oc1=O)c1ccccc1	2	3
CC1(c2ccccc2)NC(=O)N(CC(=O)Nc2cc(S(=O)(=O)N3CCOCC3)ccc2Cl)C1=O (stereo not drawn)	-5	13
O=C(Nc1ccc(F)c(Cl)c1)C1CCCCC1	4	-8
O=C1CN(S(=O)(=O)c2cc(Br)ccc2Br)CCN1	-5	-2
